Compound activity: PubChem BioAssay, several laboratories
thrombin 1536: human alpha-thrombin inhibitors, primary screen, counter-screen for coagulation protease inhibitor project, biochemical, 1536-well, fluorogenic AMC substrate; 220,000 tested, 0.26% active; AID 1046, 2008; Boc-VPR-AMC fluorogenic substrate cleavage; inhibition, % at 5 µM;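 active means inhibition at or above 40%; inactive means inhibition below 40%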;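 further: 0% = enzyme with no compound and 100% = wells without enzyme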
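System – human alpha-thrombin protein · Reagent – Boc-VPR-AMC substrate, 15 µM final · Compound – 5 µM single dose in 0.2% DMSO · Schedule – reaction at room temperature · Technique – AMC fluorescence at 355 nm excitation and 460 nm emission · Read-out basis – % inhibition relative to enzyme controls and enzyme-free blanks · Control set – no-compound enzyme wells and no-enzyme blanks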
TRPN1 ag: zebrafish TRPN1 channel agonists, primary screen, cell-based, HEK293, calcium fluorescence; HEK293 zebrafish TRPN1-YFP, Fluo-8 calcium fluorescence; 100% = response to 87 µM carbachol; AID 1424, 2008; activation, % at 3 µM; transient receptor potential cation channel N1 (TRPN1/NompC), Danio rerio; 220,000 tested, 0.18% active;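 active means activation above its plate's cutoff, the mean activation of test wells on that plate plus 3 SD, cut at about 19% in these data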;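 further: 0% = DMSO alone and 100% = 87 µM carbachol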
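Assay system: Zebrafish TRPN1-YFP in HEK293 cells | Incubation: Dye loading 1 h at 37 °C, then 30 min room temperature | Measured by: Kinetic Fluo-8 fluorescence, ex 470-495, em 515-575 nm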
Furin inh: human furin inhibitors, primary screen, biochemical, fluorescence intensity. P09958. purified furin, fluorogenic substrate cleavage. inhibition, % at 30 µM. 220,000 tested, 0.061% active. AID 463115, 2010; in the data active means inhibition above about 25%; further: inactives centre near -15
Cl transport mod: KCC2 cotransporter modulators, thallium flux, primary screen, cell-based, HEK293 KCC2, FluoZin-2 fluorescence, MLSMR; Solute carrier family 12 member 5 (Homo sapiens), Q9H2X9; KCC2 cells, thallium flux FluoZin-2 fluorescence; B-score of Tl+ flux slope (higher = more flux/activation; lower = inhibition) at 10 µM; 190,000 tested, 2.2% active;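 active means thallium flux slope and its plate-corrected score both differing from the plate sample mean at a set confidence after two filtering rounds, in either direction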;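 further: slope of fluorescence scaled to starting intensity during 10 to 20 s after thallium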
m-calpain inh: inhibitors of pig calpain II, primary screen, biochemical, fluorogenic peptide substrate, 1536-well | purified calpain II, 30 min | inhibition, % at 16 µM | 220,000 tested, 0.37% active | AID 1236, 2008;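 active means inhibition above about 50%, limit read from the data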
PPC-1+TRAIL kill: compounds killing PPC-1 cancer cells with TRAIL present, primary screen, TRAIL potentiator project, ATPLite luminescence, uHTS | PPC-1 cells + TRAIL, ATPLite viability luminescence | cell killing (% activity), % at 4 µM | 220,000 tested, 0.41% active | AID 1443, 2008;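 active means cell killing above 50% in the first pass at 4 µM, then a duplicate retest at 5 µM averaging 50% or more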;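 further: plate controls were cells with TRAIL plus DMSO for no effect and medium-only wells lacking cells for full effect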
TRPML3 agonist: human TRPML3 channel agonists, primary screen, cell-based, HEK293 TRPML3-YFP, Fluo-8 calcium fluorescence, 3 µM. Mucolipin-3 (Homo sapiens), Q8TDD5. 100% = the carbachol control signal. activation, % at 3 µM. 220,000 tested, 0.29% active. AID 1448, 2008;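 active means activation above its plate's cutoff, the mean activation of the plate's test wells plus 3 SD, cut at about 12% in these data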;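 further: 0% = DMSO only wells and 100% = carbachol wells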
Target sequence (Q8TDD5 whole entry, looked up): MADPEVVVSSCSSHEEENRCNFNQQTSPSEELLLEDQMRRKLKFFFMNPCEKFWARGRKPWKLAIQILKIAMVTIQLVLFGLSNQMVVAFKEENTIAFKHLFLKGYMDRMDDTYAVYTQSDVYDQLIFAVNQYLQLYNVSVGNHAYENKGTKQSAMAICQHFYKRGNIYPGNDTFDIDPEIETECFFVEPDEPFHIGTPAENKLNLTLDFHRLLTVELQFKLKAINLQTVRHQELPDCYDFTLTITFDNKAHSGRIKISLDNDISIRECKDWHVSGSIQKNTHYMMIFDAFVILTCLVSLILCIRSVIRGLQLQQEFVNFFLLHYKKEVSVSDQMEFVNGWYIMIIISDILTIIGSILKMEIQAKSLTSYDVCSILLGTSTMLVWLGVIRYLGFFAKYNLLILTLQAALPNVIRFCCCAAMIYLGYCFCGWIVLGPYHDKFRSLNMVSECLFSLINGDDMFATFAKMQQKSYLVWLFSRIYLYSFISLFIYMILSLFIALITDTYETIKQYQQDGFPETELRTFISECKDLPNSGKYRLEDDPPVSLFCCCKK
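Test system – HEK293 line with stable expression of human TRPML3-YFP channel · Control set – carbachol 87 µM final as high control (100%), DMSO as low control (0%) · Signal – Fluo-8 calcium dye fluorescence, ex 470-495, em 515-575 nm · Incubation – 1-h 37 °C dye load, 5-s basal, 120-s post-compound reads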
EBV gp42 inh: Epstein-Barr virus gp42 inhibitors, primary screen, biochemical, uHTS, fluorescence polarization; AID 1085, 2008; Glycoprotein 42 (Epstein-Barr virus (strain AG876)), Q1HVG2; 220,000 tested, 0.42% active; Fluorescence polarization binding assay, mP read-out; inhibition, % (tested at 21.74 µM); in the data active means inhibition above about 50%
Target sequence (Q1HVG2 whole entry, looked up): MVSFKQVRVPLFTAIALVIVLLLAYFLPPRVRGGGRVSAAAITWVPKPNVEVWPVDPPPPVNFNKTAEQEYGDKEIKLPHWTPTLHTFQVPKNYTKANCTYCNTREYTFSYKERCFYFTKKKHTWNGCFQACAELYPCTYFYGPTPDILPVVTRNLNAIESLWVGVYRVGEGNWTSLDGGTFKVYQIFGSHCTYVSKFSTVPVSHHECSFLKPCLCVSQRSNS
Tb hexokinase: Trypanosoma brucei hexokinase 1 inhibitors, primary screen, biochemical, G6PDH-coupled NADH absorbance, MLSCN library; recombinant TbHK1, G6PDH-coupled NADH A340; 220,000 tested, 0.11% active; inhibition, % at 10 µM;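 active means inhibition of 50% or more in the single-dose primary screen; inactive means inhibition below 50%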
Starred values were filed as active, the others as inactive; . = not tested or not shown; [ ] = another dose, or the depositor's remark. Not all compounds are listed; count on the stated rates, not on these rows.

The line under a structure holds: thrombin 1536	TRPN1 ag	Furin inh	Cl transport mod	m-calpain inh	PPC-1+TRAIL kill	TRPML3 agonist	EBV gp42 inh	Tb hexokinase
1. CP(=O)(Nc1ccc(Cl)cc1)c1nc2c(s1)CCCC2 (stereo not given)
→ 3	6.5	-31	0.41	-10	-13	3.2	-5	-9
2. CCOP(=O)(C#CC(C)(C)C)C(C)(O)c1ccccc1 (stereo not given)
→ -2	-0.1	-22	0.32	-32	-6	0.6	-17	4
3. CCCN(CC#CCOc1ccc(OC)cc1)CCC
→ 3	-1.8	-18[20 µM]	1	13	4	-0.3	-11	13
4. O=[N+]([O-])c1cc(F)c(N2CCCCC2)cc1Br
→ 2	0.1	-20	0.19	15	5	0.1	-15	-10
5. Cc1nc2ccccc2c(=O)n1-c1ccncc1
→ 0	1.0	-5	0.82	-6	2	-0.1	-19	-4
6. CC1CCC(C(C)C)C(OC(=O)Cn2c(COc3ccccc3)[n+](C)c3ccccc32)C1 (stereo not given)
→ 1	0.0	-14	0.017	15	9	-0.9	-13	16
7. COc1ccccc1CN1CCN(C(=O)Cc2ccccc2)CC1
→ 4	.	.	.	6	26	.	-13	.
8. COc1ccc(CCNCc2cccc(C(F)(F)F)c2)cc1OC
→ -6	-1.0	-6	.	3	1	0.6	-15	3
9. N#C/C(=C(/O)c1ccc(S(=O)(=O)N(CCCl)CCCl)cc1)c1nc2ccccc2[nH]1
→ 2	0.5	-39	-0.036	-315	31	0.5	-6	-33
10. COc1ccccc1OCC#CCN1CCOCC1
→ -4	1.5	-14	-0.4	-7	11	1.0	5	-4
11. CN(CCOc1ccc(C=C2C(=O)NC(=O)NC2=O)cc1)c1ccccn1
→ 0	0.8	9	-1	-35	-1	0.7	0	-6
12. Clc1ccc2c(c1)C(c1ccccc1Cl)=NCc1nnc(N3CCN(CCOc4ccccc4)CC3)n1-2
→ 2	-1.8	-17	-2.4	-43	4	-0.9	14	-6
13. CC1CN=C(NCc2ccc(F)cc2)S1 (stereo not given)
→ .	-0.6	-31	-0.49	-11	19	2.0	-2	1
14. CCOc1ccc(NC(=O)C2C3c4ccccc4C(c4ccccc43)C2C(=O)O)cc1 (stereo not given)
→ -7	0.6	-11	.	10	-2	-0.1	-5	-38
15. Clc1ccc(C(c2ccccc2)c2ncc[nH]2)cc1 (stereo not given)
→ -10	-1.7	-12	-1.7	-5	15	0.2	22	2
16. N#CC(c1ccccc1)N1CCOCC1 (stereo not given)
→ -5	-0.1	-16	1.4	-17	-2	0.8	-2	-5
17. CN1C(=O)/C(=C\N2CCc3ccccc32)C(=O)NC1=S
→ -3	1.3	-15	-0.55	-3	19	0.7	90*	-10
18. O=C1CN(C(=O)CN2CCCCC2)C(c2ccccc2)c2cc(Br)ccc2N1 (stereo not given)
→ 5	0.4	-24[20 µM]	-0.22	-6	24	0.2	-28	3
19. CN1C(=O)N(C)C(=O)C2(Cc3cc([N+](=O)[O-])ccc3N(C)C2c2ccccc2)C1=O (stereo not given)
→ 1	-1.3	-7	-0.83	-5	12	0.1	0	-9
20. Cc1c(C(c2ccccc2Cl)c2c(O)c3ccccc3oc2=O)c(=O)n(-c2ccccc2)n1C (stereo not given)
→ -9	-2.5	-18	0.44	2	6	-0.5	6	2
21. CCCCCCC(=O)N/N=C/c1c(O)n(CCCC)c(=S)[nH]c1=O
→ -7	-1.1	-7	-0.23	-29	3	-0.1	-3	-34
22. CC(C)CNP(=S)(c1ccccc1)C(C)(C)C (stereo not given)
→ -6	-2.5	-10	-0.015	-12	-3	6.3	-3	-10
23. Cn1ccc(NC(=O)CCl)n1
→ 11	1.4	-21	0.037	-9	13	0.4	-13	-7
24. CCOc1ccc(-n2c(O)c(N=Nc3ccc([N+](=O)[O-])cc3)c(=O)[nH]c2=O)cc1
→ -1	1.1	-19	-2.6	-9	6	0.7	-14	1
25. COc1ccc([N+](=O)[O-])cc1N=Cc1c(O)n(CCc2ccccc2)c(=O)n(C(C)C)c1=O
→ 1	1.7	2	-0.48	10	11	-0.1	-10	-17
26. O=c1[nH]c(=S)[nH]c(O)c1N=Nc1ccc2c(c1)OCO2
→ -11	0.8	-8	0.49	2	20	1.0	-42	-4
27. CC(=O)NC1CC2CCC(C1)N2 (stereo not given)
→ -5	1.2	-23	.	-5	14	-0.1	1	3
28. CCC(C)NC(=O)c1c(N)n(CC2CCCO2)c2nc3ccccc3nc12 (stereo not given)
→ -10	-0.6	-18	0.0078	-419	0	0.6	7	-10
29. Cc1cccc(N2C(=O)NC(=O)/C(=C/c3ccc(-c4ccc(C(=O)O)c(Cl)c4)o3)C2=O)c1
→ 8	1.7	-12	.	-53	6	0.6	-99	-24
30. CC(C)Oc1ccc(C2C(C#N)=C(N)Oc3c2c(=O)oc2ccccc32)cc1 (stereo not given)
→ -3	-0.6	-26[20 µM]	0.29	4	4	0.4	-16	-7

Entries of single compounds, looked up by structure:
Results for CN1C(=O)N(C)C(=O)C2(Cc3cc([N+](=O)[O-])ccc3N(C)C2c2ccccc2)C1=O (stereo not given) → thrombin 1536: 1; TRPN1 ag: -1.3; Furin inh: -7; Cl transport mod: -0.83; m-calpain inh: -5; PPC-1+TRAIL kill: 12; TRPML3 agonist: 0.1; EBV gp42 inh: 0; Tb hexokinase: -9
Results for COc1ccc([N+](=O)[O-])cc1N=Cc1c(O)n(CCc2ccccc2)c(=O)n(C(C)C)c1=O → thrombin 1536: 1; TRPN1 ag: 1.7; Furin inh: 2; Cl transport mod: -0.48; m-calpain inh: 10; PPC-1+TRAIL kill: 11; TRPML3 agonist: -0.1; EBV gp42 inh: -10; Tb hexokinase: -17

Further structures follow:
The line under a structure holds: thrombin 1536	TRPN1 ag	Furin inh	Cl transport mod	m-calpain inh	PPC-1+TRAIL kill	TRPML3 agonist	EBV gp42 inh	Tb hexokinase
31. CCN(C(=O)Oc1ccccc1)c1ccc(C(O)(C(=O)OC)C(F)(F)F)cc1 (stereo not given)
→ -2	1.4	-10	-0.43	-16	-4	0.4	-8	15
32. C/C=C(\C)C(=O)OC1C(C)=C2C(C1OC(=O)CCCCC)C(C)(OC(C)=O)CC(OC(=O)CCC)C1(O)C2OC(=O)C1(C)O (stereo not given)
→ -4	.	1	-0.59	-20	57*[5 µM]	.	-12	-15
33. C=CCn1c(O)c(C(CC)=Nc2cc(OC)ccc2OC)c(=O)[nH]c1=O
→ -5	0.0	-21	.	2	24	0.2	-22	-10
34. CN1C(=O)NC(=O)/C(=C/c2ccc(C(=O)O)cc2)C1=O
→ -3	0.1	-13	0.87	11	-3	0.1	8	6
35. CN1CC2([N+](=O)[O-])CC=C(Cl)C([N+](=O)[O-])(C1)C2 (stereo not given)
→ 4	1.5	-21	0.81	-20	15	1.0	-13	0
36. CCOc1ccc(C2SCC(=O)Nc3c2c(=O)[nH]n3C2CCCCCC2)cc1 (stereo not given)
→ -5	-0.4	-27	0.74	14	4	1.5	-6	-4
37. O=C1Nc2ccccc2/C1=C/c1nc2ccccc2c(=O)n1-c1ccc(O)cc1
→ 0	0.1	-9	0.33	-21	24	-0.3	-22	-13
38. O=C1/C(=C/c2cc([N+](=O)[O-])ccc2Cl)N2CCC1CC2
→ -3	0.6	-9[20 µM]	0.13	11	15	0.4	-6	2
39. CC(C)(C)C(=O)c1cn(Cc2ccccc2)c2ccccc12
→ 0	-1.2	-30	-1.2	10	-8	0.3	6	-3
40. O=C1C2CCCN2C(c2cccc(Cl)c2)N1c1ccccn1 (stereo not given)
→ -7	0.3	-6	.	9	24	1.0	-10	2
41. CCCCCCOc1ccc(CN2CCN(C)CC2)cc1
→ -9	2.8	-22[20 µM]	0.67	14	17	1.9	-9	3
42. Nc1ccnn1C1CCNCC1
→ 0	0.0	-20[20 µM]	.	-7	-2	0.2	-7	8
43. CN1CCN(c2ncc(C=O)s2)CC1
→ -7	0.1	-7	0.8	2	21	0.7	5	-49
44. COc1cc(/C=N/NP(=S)(c2ccccc2)c2ccccc2)ccc1O
→ -6	-2.2	-10[20 µM]	.	53*	-9	-0.3	-5	-10
45. CC(C)OP(=O)(OC(C)C)C(O)c1ccccc1F (stereo not given)
→ 5	-1.3	-9	0.8	-9	-1	0.2	13	-7
46. O=c1[nH]c(CN2CCNCC2)nc2ccccc12
→ -1	0.2	-13[20 µM]	1.1	-32	11	-0.9	-2	-1
47. CCCn1cc2c3c(cccc31)C1CC(C)CN(C)C1C2 (stereo not given)
→ -3	1.7	-26	.	-22	-2	0.8	20	1
48. O=c1[nH]c(=O)n(Cc2ccco2)c(O)c1/C=N/N1CCCCC1
→ -11	3.2	-16	-0.041	-25	-2	0.7	-46	-3
49. Cc1ccc2c(c1)CC1(CN2C)C(=O)NC(=O)N(c2ccccc2C)C1=O (stereo not given)
→ -6	0.4	-15	1.1	-27	22	0.0	-3	1
50. O=C(CN1C2CCC1CC(O)(c1cccnc1)C2)Nc1ccc2c(c1)OCO2 (stereo not given)
→ -7	0.1	-17[20 µM]	0.31	14	29	-0.1	6	1
51. NCC1(c2ccc3c(c2)OCCO3)CCCC1
→ -2	0.1	-8[20 µM]	-0.58	9	-12	1.4	-14	2
52. COc1cccc(O)c1CN1CCCC(C(=O)c2sccc2C)C1 (stereo not given)
→ -2	-0.6	-15	-0.05	24	5	0.1	-7	8
53. Cc1ccc(/C=C2/C(=O)NC(=O)N(CCc3ccc(F)cc3)C2=O)s1
→ 2	1.6	-8	-0.08	3	11	1.4	-15	1
54. CNC(=O)Oc1cccc2ccccc12
→ 22	1.1	-9	1.1	3	24	0.5	-8	-2
55. COC(=O)Nc1ccc(N=C(N)N[N+](=O)[O-])cc1
→ -18	0.9	-22	-0.061	-22	12	0.8	-4	-7
56. CCCCCCCCN=Cc1c(O)[nH]c(=O)[nH]c1=O
→ -2	0.1	-15	-0.33	7	6	0.9	-21	-7
57. Cc1nc2cc([N+](=O)[O-])ccc2c(=O)n1-c1ccccc1[N+](=O)[O-]
→ .	-0.1	7	0.4	34	3	0.1	-8	3
58. Cn1c(O)c(C2=NNC(c3ccc(Cl)cc3)C2)c(=O)n(C)c1=O (stereo not given)
→ 7	1.1	9	-0.1	19	13	0.7	-14	-8
59. O=C(c1cc(=O)[nH]c2ccc(Br)cc12)N1CCC2(CC1)OCCO2
→ 3	0.2	-16	0.46	-148	15	0.8	-10	-13
60. CCN(CC)CCCOC(=O)C(OC)(c1ccccc1)c1ccccc1
→ 0	0.6	-9[20 µM]	.	18	18	1.4	7	0
61. COc1cccc(C2(C#N)CCN(C)CC2)c1
→ -4	0.3	-36	-0.41	-21	10	1.3	-1	-1
62. Cc1nn(Cc2ccccc2)c(C)c1C(=O)O
→ -1	1.8	-15	-0.11	17	-4	0.5	-10	8
